EWS-Fli inh: inhibitors of EWS/Fli oncoprotein transcriptional activity | A673 NR0B1-luciferase reporter, viability-normalised | inhibition, % at 12.6 µM | 350,000 compounds, 0.67% hits | AID 651661;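 active = mean inhibition of at least 50% after viability correction, with every replicate also passing that limit; inconclusive = mean reaches 50% but only one of two replicates passes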;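 also: firefly luciferase signal divided by Alamar Blue viability fluorescence both relative to DMSO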
INS-1E GSIS act: GLuc luminescence reporter in INS-1E cells, primary screen for activators of glucose-dependent secretion of insulin. INS-1E GLuc reporter insulin secretion, 2-3 h. activation, % at 16.6 µM. 370,000 compounds, 0.61% hits;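 active = lowest replicate activation of at least 40%, so every replicate reaches that level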;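 also: 0% = median of neutral control wells and 100% = median of IBMX positive control wells; some compounds called inactive have numbers as strong as hits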
PAX8 reporter: lowers PAX8-driven luciferase in RMG-I cells. 360,000 compounds, 1.2% hits. AID 652154. RMG-I TPO-luciferase reporter, SteadyGlo, 24 h. inhibition, % at 12.6 µM;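 active = mean replicate inhibition at least 60% with every replicate also reaching 60%; inconclusive = only one of the two criteria is met; inactive = mean below 60% and not all replicates reaching 60%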;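 also: luciferase light reporting Pax8 driven TPO promoter activity; plate controls were median of neutral control wells for no effect and mitoxantrone controls for full effect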
Xi reactivation: reactivates the inactive X chromosome in mouse fibroblasts; 360,000 compounds, 0.055% hits; activation, % at 7.58 µM; AID 743238; XiGFP mouse fibroblasts, % GFP-positive cells imaging, 3 d; cells co-treated with 5-aza-dC sensitizer; scaled so ellipticine positive control = 100%;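 active = mean normalized replicate activation at least 10% and every replicate at or above 10%; inconclusive = only one of the two criteria met; inactive = mean below 10% and not all replicates reach 10%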;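 also: 0% = median of on-plate neutral control wells and 100% = ellipticine 6 µM median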
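System: SV40-immortalized XiGFP fibroblast cells, line 68-5-11 / Incubation: 3-day compound exposure, then 15 min fixation at room temperature / Compound: single concentration per compound, delivered by pin transfer / Buffer or medium: DMEM plus 5-aza-dC sensitizer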
DENV2 CPE rescue: DENV2-induced cell death inhibition | DENV2-infected cells, cytopathic effect rescue, plate reader | CPE inhibition, % at 9.99 µM | 350,000 compounds, 1.7% hits | AID 651640; in the data active = CPE inhibition above about 20%, passing the limit was not always enough; inconclusive = no clear call, values can overlap the other calls; tested in BHK-21 cells;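 also: 0% = median of neutral control wells and 100% = median of positive control wells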
F508del corr: correctors of CFTR F508del function in bronchial epithelial cells; AID 720511; CFBE cells, YFP halide quenching; stimulated with forskolin plus potentiator P3; % fluorescence drop versus neutral controls; activity (quench increase), % at 7.58 µM; 350,000 compounds, 0.36% hits;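 active = mean added fluorescence quench of at least 8% versus neutral control, with both replicates also reaching 8%; inconclusive = only one of the mean or replicate conditions met; inactive = mean below 8% and not both replicates reaching 8%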;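 also: cells transiently co-express mutant CFTR-F508del with the halide-sensitive YFP; corrector assay measuring rescue of mutant channel to the surface after 24 h compound exposure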
ARNT TACC3 PPI: disrupts binding between human ARNT and TACC3; Q9Y6A5; AlphaScreen His-ARNT PAS-B/GST-TACC3 binding, luminescence; TACC3 fragment carries E629A point mutation; inhibition, % at 9.99 µM; 390,000 compounds, 0.66% hits;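 active = mean inhibition of replicates at least 50% and at least half of replicates each reaching 50%; inconclusive = half or more replicates reach 50% but mean below 50%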;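 also: 0% = complete ARNT plus TACC3 wells and 100% = ARNT alone without TACC3; many hits fall short of the cut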
ERp5 inh: inhibitors of human ERp5. inhibition, % at 9.99 µM. 350,000 compounds, 0.05% hits. Q15084. ERp5 insulin aggregation, absorbance 650 nm, 90 min;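 active = mean replicate inhibition above about 25%, with every replicate also reaching it, limit read from the data, passing the limit was not always enough; inconclusive = only one of those two criteria met; inactive = neither criterion met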
Target sequence (Q15084 whole entry, looked up): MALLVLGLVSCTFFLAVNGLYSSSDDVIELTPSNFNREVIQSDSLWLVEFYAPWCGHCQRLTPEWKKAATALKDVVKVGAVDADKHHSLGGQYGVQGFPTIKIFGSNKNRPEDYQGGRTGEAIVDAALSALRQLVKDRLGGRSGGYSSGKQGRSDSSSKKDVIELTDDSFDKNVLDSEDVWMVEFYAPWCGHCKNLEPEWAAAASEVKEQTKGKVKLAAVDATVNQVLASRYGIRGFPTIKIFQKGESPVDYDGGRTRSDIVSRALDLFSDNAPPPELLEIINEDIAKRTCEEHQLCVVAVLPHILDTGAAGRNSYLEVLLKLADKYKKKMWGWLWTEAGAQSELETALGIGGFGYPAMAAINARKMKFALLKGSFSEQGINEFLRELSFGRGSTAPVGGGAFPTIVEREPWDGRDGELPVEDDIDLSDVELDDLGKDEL
* hit, by the source's call; ? = inconclusive; . = no result given.

cpd	Structure	DENV2 CPE rescue	F508del corr	Xi reactivation	EWS-Fli inh
1	CC(Oc1ccccc1)C(=O)N1CCC2(CC1)Oc1ccc(F)cc1C(=O)C21CC(c2ccc(Cl)cc2)=NO1 (stereo not drawn)	-7	4.5	0.1	8
2	Cc1ccc(S(=O)(=O)Nc2ccc3c(c2)C(=O)N([C@@H](C)CO)C[C@@H](C)[C@@H](CN(C)S(=O)(=O)c2cn(C)cn2)OCCCC[C@@H](C)O3)cc1	5	1.0	0.1	7
3	O=C1c2ccccc2C(=O)c2c(NCCCN(CCO)CCO)cccc21	2	3.6	0.0	-33
4	CCOC(=O)N1CCC(N2C(=O)c3ccc(C(=O)NCCC(C)C)cc3C2=O)CC1	8	-4.3	0.1	1
5	C[C@@H]1CN([C@H](C)CO)C(=O)c2cc(-c3ccc(C#N)cc3)cnc2O[C@@H]1CN(C)CC1CC1	.	-3.6	-0.7	-17
6	COC(=O)[C@H](Cc1ccccc1)NC(=O)[C@@H](N)CC(=O)OCc1ccccc1	4	0.3	-0.2	3
7	COC(=O)C1=CN(c2ccc(C(C)(C)C)cc2)C(N)=C(C#N)C1c1ccc(OC)cc1 (stereo not drawn)	-2	-1.5	0.2	15
8	C=CCNC(=O)/C=C/c1ccc(C(C)C)cc1	.	.	0.0	.
9	Oc1ccc(C2=CSC3=NCCN23)cc1O	-3	2.7	0.1	10
10	CCN(CC)S(=O)(=O)c1ccc(N2CCCCC2)c(NC(=O)C2CCN(C(=O)c3ccc(F)cc3)CC2)c1	-1	-0.4	0.1	14

cpd	ERp5 inh	INS-1E GSIS act	ARNT TACC3 PPI	PAX8 reporter
1	-1	-8	-9	21
2	-2	-15	-5	5
3	1	17	.	-50
4	3	-4	-16	-2
5	.	7	.	.
6	5	-4	.	-16
7	2	10	.	19
8	.	8	-2	-158
9	6	29	-2	5
10	-1	1	-1	-21

More entries:
cpd	Structure	DENV2 CPE rescue	F508del corr	Xi reactivation	EWS-Fli inh
11	O=C(C(=O)N1CCN(c2ccccc2)CC1)c1cn(CC(=O)N2CCCCCC2)c2ccccc12	3	2.3	0.2	.
12	COc1ccc(CN(C)CC(=O)Nc2cc(OC)c([N+](=O)[O-])cc2C)c(OC)c1	.	.	0.0	.
13	C[C@@H]1CCCCO[C@@H](CN(C)S(=O)(=O)c2cn(C)cn2)[C@@H](C)CN([C@@H](C)CO)C(=O)c2cc(NS(=O)(=O)c3ccc(F)cc3)ccc2O1	3	2.0	0.0	-7
14	C=CCCN(C(C(=O)OC)C(C)C)S(=O)(=O)c1ccccc1Br (stereo not drawn)	9	2.0	0.0	-8
15	C=CCn1c(=NC(=O)c2ccc(S(=O)(=O)N3CCc4ccccc4C3)cc2)sc2cc(S(N)(=O)=O)ccc21	1	4.4	0.0	32
16	CCc1ccccc1NC(=O)CN(C)C(=O)c1cc(C2CC2)nc2c1cnn2C(C)C	-4	4.9	0.1	-5
17	CCOC(=O)CC(=O)CSc1nc(N)c(C#N)c(-c2ccc(Cl)cc2)c1C#N	-6	-2.8	.	6
18	CC(C)NC(=O)N(C)C[C@@H]1Oc2ccc(NC(=O)NC3CCCCC3)cc2C(=O)N([C@H](C)CO)C[C@H]1C	2	-1.1	0.1	-3
19	COCC(=O)Nc1ccc2c(c1)C(=O)N(C)C[C@H](OC)[C@H](C)CN(Cc1ccncc1)[C@H](C)CO2	-10	1.7	-0.1	-12
20	COc1ccc(C2=NS(=O)(=O)N(C)C(C(=O)NCc3ccccc3)=C2)cc1OC	8	0.2	-0.3	-2

cpd	ERp5 inh	INS-1E GSIS act	ARNT TACC3 PPI	PAX8 reporter
11	4	-3	-9	15
12	.	-22	-19	12
13	-2	34	3	-17
14	1	-49	-18	-7
15	2	2	-8	57
16	2	-8	-13	-3
17	1	8	-3	.
18	4	0	-8	.
19	0	12	-7	-19
20	0	.	2	18

Following part
cpd	Structure	DENV2 CPE rescue	F508del corr	Xi reactivation	EWS-Fli inh
21	C/C(=N\Nc1ccccc1)c1cccs1	-13	0.0	0.0	-3
22	COc1ccc(NC(=O)Nc2ccc3c(c2)C(=O)N([C@H](C)CO)C[C@@H](C)[C@@H](CN(C)C(=O)Nc2cccc4ccccc24)O3)cc1	2	-0.6	-0.8	9
23	CO[C@H]1CN(C)C(=O)c2cc(NC(C)=O)ccc2OC[C@H](C)N(C(=O)c2ccccc2F)C[C@H]1C	-4	-0.1	0.0	-1
24	CC(C)CNC(=O)c1noc2c1CCCC2	-6	-0.8	1.9	-17
25	CCCCNC(=O)CCn1c(=O)c2cccn2c2ccc(F)cc21	4	-0.4	0.0	-4
26	CN(CCc1ccccn1)Cc1ccc(Cl)c(Cl)c1	3	-3.0	0.0	15
27	CC(=O)c1ccc(NC(=O)[C@@H]2CCCN2C(=O)OC(C)(C)C)cc1	6	-0.3	0.1	-60
28	COc1ccc2oc(=O)c(C(=O)NC3CCCCCC3)cc2c1	-3	-0.8	0.0	-68
29	O=C(CN1CCCC1)NC(c1ccccc1)c1ccccc1	-1	1.3	0.1	17
30	C[C@@H]1CN([C@@H](C)CO)C(=O)c2cccc(NS(=O)(=O)c3ccccc3)c2O[C@@H]1CN(C)C(=O)Nc1ccc(C(F)(F)F)cc1	6	-0.9	.	-8

cpd	ERp5 inh	INS-1E GSIS act	ARNT TACC3 PPI	PAX8 reporter
21	9	3	7	1
22	0	-11	9	46
23	0	-11	0	.
24	0	13	-6	-16
25	3	2	-5	17
26	2	26	0	8
27	4	20	-3	-11
28	3	-4	-6	-73
29	0	-12	-4	-2
30	-6	.	5	17

Full records, looked up by structure.
COc1ccc2oc(=O)c(C(=O)NC3CCCCCC3)cc2c1 across the screens: DENV2 CPE rescue: -3; F508del corr: -0.8; Xi reactivation: 0.0; EWS-Fli inh: -68; ERp5 inh: 3; INS-1E GSIS act: -4; ARNT TACC3 PPI: -6; PAX8 reporter: -73
CC(=O)c1ccc(NC(=O)[C@@H]2CCCN2C(=O)OC(C)(C)C)cc1 across the screens: DENV2 CPE rescue: 6; F508del corr: -0.3; Xi reactivation: 0.1; EWS-Fli inh: -60; ERp5 inh: 4; INS-1E GSIS act: 20; ARNT TACC3 PPI: -3; PAX8 reporter: -11
C/C(=N\Nc1ccccc1)c1cccs1 across the screens: DENV2 CPE rescue: -13; F508del corr: 0.0; Xi reactivation: 0.0; EWS-Fli inh: -3; ERp5 inh: 9; INS-1E GSIS act: 3; ARNT TACC3 PPI: 7; PAX8 reporter: 1

Remaining list, next part.
cpd	Structure	DENV2 CPE rescue	F508del corr	Xi reactivation	EWS-Fli inh
31	CCCNC(=O)N1CC2(CN(C(=O)Cc3cccnc3)C2)c2c([nH]c3cc(OC)ccc23)[C@@H]1CO	12	0.2	0.4	-2
32	CCN(CC)c1ccc(NC(=O)c2cccc(C)c2)cc1S(=O)(=O)Nc1ccccc1OC	-8	.	-0.1	4
33	CC1CN(C(=O)c2cc3c(=O)n4ccccc4nc3n2C)CC(C)O1 (stereo not drawn)	0	2.1	0.2	0
34	C=CCN(C(=O)CSC1=NC(=O)CN1C(C)=O)c1nc(C)c(-c2ccccc2)s1	-8	-2.4	0.0	-41
35	COc1ccc(OC)c(/C=N/NC(=O)c2cc[n+](Cc3ccccc3)cc2)c1	?	-0.6	-0.1	12
36	O=C(Cn1ccc([N+](=O)[O-])n1)Nc1nccs1	4	-0.9	0.1	4
37	O=C(CCCNC(=O)c1ccc(Cl)cc1)Nc1nccs1	-10	-0.2	0.2	-3
38	CCOc1cc(/C=N/Nc2ccc(S(=O)(=O)Nc3ccccc3C(=O)O)cc2[N+](=O)[O-])cc(Cl)c1O	-11	-0.7	-0.1	-4
39	CCOc1ccc(NC(=O)NN2C(C)CCCC2C)cc1 (stereo not drawn)	1	-1.9	-0.1	-8
40	CCCNC(=O)C[C@H]1CC[C@H]2[C@@H](COC[C@H](O)CN2Cc2ccncc2)O1	6	0.2	0.1	1

cpd	ERp5 inh	INS-1E GSIS act	ARNT TACC3 PPI	PAX8 reporter
31	-6	6	.	-6
32	3	.	-3	12
33	4	3	-4	6
34	-8	7	-3	-116
35	-5	13	-2	-2
36	2	15	0	-12
37	-1	-3	-1	4
38	-6	.	.	4
39	2	-3	14	5
40	3	6	2	-9

The listing continues:
cpd	Structure	DENV2 CPE rescue	F508del corr	Xi reactivation	EWS-Fli inh
41	CCN1[C@H](C(=O)NCc2ccccc2)[C@@H](CO)[C@@H]2Cn3c(ccc(-c4cccnc4)c3=O)[C@@H]21	-12	-0.4	0.0	-1
42	Cc1cccc(Sc2ccc([N+](=O)[O-])cc2[N+](=O)[O-])n1	0	-2.6	0.0	5
43	COc1ccc(CN2CCN(C(=O)CCC(=O)Nc3nnc(C4CCCCC4)s3)CC2)cc1F	-3	0.7	0.0	8
44	C[C@H]1CCCCO[C@H](CN(C)C(=O)c2ccncc2)[C@@H](C)CN([C@@H](C)CO)C(=O)c2cc(NC(=O)CCC(F)(F)F)ccc2O1	?	-0.7	0.0	-6
45	CN(C)C(=O)c1cccc(-c2ccc([C@H]3[C@H](CO)N4C(=O)CN(C(=O)Cc5ccccc5)C[C@@H]34)cc2)c1	4	0.9	0.3	2
46	Cc1ccc(OCCOc2ccc(Br)cc2/C=N\NC(N)=O)cc1	-1	1.4	0.0	-20
47	O=C(CCS(=O)(=O)c1ccc(F)cc1)Nc1nc(-c2ccncc2)cs1	-4	-0.1	-0.1	-3
48	O=C(Cn1[nH]c(=O)c2ccccc2c1=O)NCC1COc2ccccc2O1 (stereo not drawn)	-3	-2.6	-0.1	0
49	O=S(=O)(Cc1ccccc1)N1CCCCN2[C@H](CO)[C@H](c3ccc(-c4ccccc4)cc3)[C@H]2C1	6	-2.8	-0.1	1
50	COc1ccc(-c2cccc(-c3nc(C(=O)N(C)C)cc4c3[C@@H](CCO)N([S@](=O)C(C)(C)C)C4)c2)cc1	-4	-1.9	-0.1	-12

cpd	ERp5 inh	INS-1E GSIS act	ARNT TACC3 PPI	PAX8 reporter
41	-6	-4	-12	17
42	-5	.	.	14
43	1	-2	1	17
44	.	-3	10	-8
45	-2	3	.	3
46	-4	4	-1	-9
47	-8	0	-1	21
48	-2	39	-2	-7
49	-6	-18	-5	-23
50	0	-1	-1	-15

More results follow:
cpd	Structure	DENV2 CPE rescue	F508del corr	Xi reactivation	EWS-Fli inh
51	O=C(NCC(c1ccco1)N1CCN(c2ccc(F)cc2)CC1)C(=O)NC1CCCC1 (stereo not drawn)	15	2.6	-0.1	3
52	C[C@@H]1CN([C@H](C)CO)C(=O)Cc2cc(NS(=O)(=O)c3ccccc3)ccc2O[C@@H]1CN(C)Cc1ccc(Oc2ccccc2)cc1	30*	2.5	0.6	4
53	CN1CCN(c2nc3c(c(=O)n(C)c(=O)n3C)n2Cc2cccc(Br)c2)CC1	-2	2.8	0.1	6
54	CC(C)CC#Cc1ccc2c(c1)O[C@@H](CN(C)S(C)(=O)=O)[C@@H](C)CN([C@@H](C)CO)S2(=O)=O	12	.	-0.4	7
55	Nn1c(SCC(=O)NNC(=O)c2ccccc2)nnc1-c1ccccc1F	-7	2.3	-0.2	-2

cpd	ERp5 inh	INS-1E GSIS act	ARNT TACC3 PPI	PAX8 reporter
51	5	0	-2	6
52	1	-7	1	-17
53	0	28	1	2
54	1	-14	1	-21
55	-5	3	-7	.

Screening data: PubChem, Broad Institute

This is a random part of the collection; about 4.2% have a hit in one of these screens.
